EWS-Fli inh – inhibitors of EWS/Fli oncoprotein transcriptional activity; AID 651661; A673 NR0B1-luciferase reporter, viability-normalised; inhibition, % at 12.6 µM; hit rate 0.67% among 350,000;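 active = mean inhibition of at least 50% after viability correction, with every replicate also passing that limit; inconclusive = mean reaches 50% but only one of two replicates passes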;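 note: firefly luciferase signal divided by Alamar Blue viability fluorescence both relative to DMSO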
LGR2 inh – blocks bursicon-induced cAMP signaling via Drosophila LGR2; HEK293 LGR2, CRE-luciferase, bursicon-stimulated, 4 h; inhibition, % at 9.99 µM; hit rate 0.35% among 380,000; AID 720647;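 active = drop in luminescence signal, shown as inhibition above about 50% in the replicate tests, limit read from the data, passing the limit was not always enough; inconclusive = probably only some replicates passing the limit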;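 note: agonist challenge used bursicon conditioned medium at about half maximal strength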
S100A4 MyoIIA – S100A4-myosin IIA interaction inhibition; P26447; S100A4/TAMRA-MyoIIA peptide fluorescence polarization; inhibition, % at 10.7 µM; hit rate 0.14% among 360,000;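 active = mean inhibition of at least 70% across replicates, with every replicate also reaching that level; inconclusive = mean inhibition reaches 70% but some replicates fall short; inactive = mean inhibition below 70%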
Target sequence (P26447 whole entry, looked up): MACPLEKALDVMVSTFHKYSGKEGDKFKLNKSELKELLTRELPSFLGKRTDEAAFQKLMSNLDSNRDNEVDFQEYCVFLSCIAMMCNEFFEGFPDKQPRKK
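Compound dosing: one dose per compound; test system: human S100A4 monomer with TAMRA-labelled myosin IIA peptide; probe or stimulus: TAMRA-labelled myosin IIA heavy-chain peptide probe, 5 nM; medium: HEPES buffer with Ca2+, pH 7.2; schedule: 5 min incubation before reading; benchmarks: neutral control DMSO, positive control TFP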
PGC1a acetyl inh – modulators of PGC1a acetylation | U2OS PGC1a acetylation, AlphaScreen anti-acetyl-lysine; with virally co-expressed GCN5 acetyltransferase | inhibition, % at 15.6 µM | hit rate 0.17% among 350,000 | AID 651687;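 active = every replicate shows inhibition of at least 40%; inconclusive = mean inhibition at least 40% but some replicate below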;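 note: 0% = neutral control wells and 100% = positive control wells; some results beyond the cut were filed as inactive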
FN deposition inh – fibronectin deposition inhibition; inhibition, % at 12.6 µM; AID 743247; AH1F fibroblasts, Alexa488-fibronectin deposition fluorescence, overnight; hit rate 0.086% among 350,000;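 active = mean inhibition across replicates of 30% or more, regardless of how many single replicates reach that level; inconclusive = mean under 30% yet at least half of replicates reach 30%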;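 note: positive control wells lacked labelled fibronectin entirely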
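Assay system: AH1F fibroblasts / Quantity: 10000 cells per well / Medium: DMEM plus 2% serum, read in PBS / Reagent: labelled fibronectin 24 nM / Dosing: single dose, pinned / Times: 1 h cell attachment, overnight exposure to compound and label / Signal: fluorescence, ex 485 nm, em 525 nm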
PglD inh – blocks C. jejuni PglD acetyltransferase activity; hit rate 0.098% among 360,000; AID 602405; purified PglD enzyme, DTNB colorimetric CoA detection; inhibition, % at 12.5 µM; in the data active = inhibition above about 16%, passing the limit was not always enough; inconclusive = no clear call, values can overlap the other calls; note: strong numbers were not always called active
PAX8 inh HTS – inhibitors of PAX8 transcriptional activity in RMG-I cells; RMG-I TPO-luciferase reporter, SteadyGlo, 24 h; inhibition, % at 12.6 µM; hit rate 1.2% among 360,000;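 active = mean replicate inhibition at least 60% with every replicate also reaching 60%; inconclusive = only one of the two criteria is met; inactive = mean below 60% and not all replicates reaching 60%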;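 note: luciferase light reporting Pax8 driven TPO promoter activity; plate controls were median of neutral control wells for no effect and mitoxantrone controls for full effect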
ERAP1 HTS inh – blocks human ERAP1 aminopeptidase activity | Q9NZ08 | inhibition, % at 10.7 µM | recombinant ERAP1, Leu-AMC fluorescence, 60 min | hit rate 0.15% among 340,000;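 active = mean replicate inhibition of at least 30%, or all replicates individually reaching that 30% level; inactive = mean below 30% and not every replicate reaching it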;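 note: 0% = neutral control wells and 100% = L-leucinethiol positive control wells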
Target sequence (Q9NZ08 whole entry, looked up): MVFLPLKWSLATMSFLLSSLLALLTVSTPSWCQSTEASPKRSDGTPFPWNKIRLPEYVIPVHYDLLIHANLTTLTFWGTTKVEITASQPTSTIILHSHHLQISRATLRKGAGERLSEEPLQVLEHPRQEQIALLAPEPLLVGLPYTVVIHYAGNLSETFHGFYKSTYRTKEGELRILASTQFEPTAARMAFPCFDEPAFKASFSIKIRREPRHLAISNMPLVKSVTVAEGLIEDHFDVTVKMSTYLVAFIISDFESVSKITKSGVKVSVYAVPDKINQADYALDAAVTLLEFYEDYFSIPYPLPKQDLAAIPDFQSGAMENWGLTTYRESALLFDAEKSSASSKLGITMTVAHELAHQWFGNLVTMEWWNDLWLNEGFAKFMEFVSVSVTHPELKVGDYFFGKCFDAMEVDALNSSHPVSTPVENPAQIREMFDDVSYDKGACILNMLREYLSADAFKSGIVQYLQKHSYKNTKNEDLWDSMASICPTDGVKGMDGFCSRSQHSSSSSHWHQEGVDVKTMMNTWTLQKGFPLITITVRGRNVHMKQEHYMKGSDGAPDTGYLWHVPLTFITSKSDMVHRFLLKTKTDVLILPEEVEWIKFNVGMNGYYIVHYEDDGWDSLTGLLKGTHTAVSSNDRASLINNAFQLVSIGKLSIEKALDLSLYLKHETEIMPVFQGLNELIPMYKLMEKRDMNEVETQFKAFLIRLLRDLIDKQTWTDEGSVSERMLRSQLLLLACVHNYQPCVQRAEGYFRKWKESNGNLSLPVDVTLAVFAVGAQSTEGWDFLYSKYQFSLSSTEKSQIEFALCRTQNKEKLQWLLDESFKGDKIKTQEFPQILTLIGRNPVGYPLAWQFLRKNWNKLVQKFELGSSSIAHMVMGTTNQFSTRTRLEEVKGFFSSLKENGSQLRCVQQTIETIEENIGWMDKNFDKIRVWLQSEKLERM
* marks the source's active call; other numbers are inactive results; ? = inconclusive; . = no result given.

smiles	EWS-Fli inh	LGR2 inh	S100A4 MyoIIA	PGC1a acetyl inh	FN deposition inh	PglD inh	PAX8 inh HTS	ERAP1 HTS inh
CCCCN(C(=O)CCC(=O)Nc1cc(C)on1)C(C(=O)NC1CCCC1)c1ccccc1C (stereo not given)	8	-2	4	.	8	.	-42	3
CCn1ncc(-c2csc(N)n2)c1C	-20	-28	9	.	.	.	-43	4
CSc1nc(N)cc(=O)[nH]1	-11	-7	12	-3	-3	.	5	.
Cc1cc(C)n(-c2cc(O)c(-n3nc(C)cc3C)cc2O)n1	-10	9	-9	-2	-4	.	-2	-1
COCC(C)NC(=O)c1cc(OC)cc(OC)c1 (stereo not given)	-5	-29	-3	.	3	.	-1	0
Cc1ccc(-n2nc(C(N)=O)nc2-c2ccccc2)cc1	-41	-10	0	0	1	-3	11	.
CCN1C(=O)/C(=C\N2CCN(C(=O)c3ccco3)CC2)SC1=S	14	-2	-10	1	-4	.	-38	4
Cc1ccc(S(=O)(=O)N(C)C[C@H]2OCCCC[C@H](C)Oc3ccc(NC(=O)c4ccccc4)cc3C(=O)N([C@H](C)CO)C[C@@H]2C)cc1	17	-14	-7	-3	-7	-1	24	1
COc1ccccc1OCC(=O)Nc1cccc(C(=O)N2CCOCC2)c1	3	-1	-1	4	.	1	.	4
CC[C@@]1(C(=O)OC)N[C@H](CN(C)C(=O)Nc2ccc(F)cc2)[C@@H]2C(=O)N(C)C(=O)[C@@H]21	-2	6	-1	7	-2	3	-15	-1
CC(=O)N1CCN(C(=O)c2[nH]c(C(F)(F)F)nc2-c2ccccc2)CC1	8	.	-2	-3	-4	8	0	2
COCCn1c(N)c(Sc2ccccc2)c(=O)[nH]c1=O	0	-8	9	-4	3	4	3	1
COc1ccccc1NC(=O)N(C)C[C@@H]1OCc2ccccc2-c2ccccc2C(=O)N([C@H](C)CO)C[C@@H]1C	9	9	-1	1	10	-1	-9	1
O=S(=O)(Cc1ccc(Cl)cc1Cl)c1ccc(Cl)cc1	23	-23	-3	2	3	-2	1	0
COc1ccc(-c2cc(C(=O)O)[nH]n2)cc1OC	.	2	-1	?	-2	0	-4	5
CCOc1cc(/C=C2/NC(=O)N(CC(=O)Nc3cccc(C)c3)C2=O)ccc1OCC(N)=O	8	35	-3	-12	3	.	-4	1
CC(=O)c1ccc(NC(=O)CSc2nnc(Cn3cnc4ccccc43)o2)cc1	-9	0	-3	.	5	0	0	0
CCS(=O)(=O)Nc1ccc2c(c1)C(=O)N(C)C[C@@H](OC)[C@H](C)CN[C@@H](C)CO2	2	10	-5	.	8	1	0	3
COc1ccc(S(=O)(=O)N2CCCOC2CNC(=O)C(=O)NCc2ccccn2)cc1 (stereo not given)	-3	-5	-9	.	-7	2	.	-8
CC(C)NC(=O)Nc1ccc2c(c1)C(=O)N(C)[C@@H]1CC[C@H](CC(=O)NC3CCCCC3)O[C@H]1CO2	0	1	.	0	-11	2	0	.
Cc1cccc(OCCCC(=O)Nc2ccc(S(=O)(=O)Nc3nccs3)cc2)c1C	.	10	-2	1	.	0	-6	0
Cc1ccsc1C(=O)OCC(=O)Nc1ccc(Cl)cn1	-37	-30	1	7	-1	-1	-48	2
Cc1cc(NS(=O)(=O)c2ccc(NC(=O)c3ccccc3C)cc2)no1	-4	0	6	-8	1	.	5	0
C[C@H](CO)N1C[C@H](C)[C@@H](CN(C)CC2CC2)Oc2ccc(NC(=O)Cc3ccccc3)cc2CC1=O	1	27	-2	0	.	-1	-6	-1
Cc1noc(C)c1NC(=O)N(C)C[C@@H]1OCc2ccccc2-c2ccccc2C(=O)N([C@H](C)CO)C[C@@H]1C	2	2	4	-9	-6	0	-4	-4
CN(C)CC(=O)N1CCCCN2[C@@H](CO)[C@@H](c3ccc(-c4cccnc4)cc3)[C@@H]2C1	9	-5	-2	8	.	0	-21	1
O=C(Nc1ccccc1)Nc1ccc2c(c1)[C@@H]1C[C@@H](CC(=O)N3CCOCC3)O[C@H](CO)[C@@H]1O2	2	8	.	-9	8	6	-6	.
Cn1ncc(Br)c1C(=O)N1CCc2ccccc21	19	7	-3	0	8	-1	7	1
Cc1noc(C)c1S(=O)(=O)N(C)C[C@@H]1OCc2ccccc2-c2c(n(C)c3ccccc23)C(=O)N([C@@H](C)CO)C[C@@H]1C	5	-7	7	-5	-2	-1	12	0
CCc1cccc(CC)c1NC(=O)CSc1nnc(C2CC2)n1C	3	6	-1	.	-3	-4	8	-4
CC(C)(C)NC(=O)C12CC3CC(CC(Cl)(C3)C1)C2	10	.	-6	.	-2	.	-23	5
CO[C@H]1CN(C)C(=O)c2ccc(NC(=O)NC(C)C)cc2OC[C@@H](C)N(C(=O)CC2CC2)C[C@H]1C	4	4	-5	18	-10	-2	-12	1
Cc1ccc(NC(=O)CN(C2=NC3CS(=O)(=O)CC3S2)c2ccccc2)cc1 (stereo not given)	0	14	-1	7	-6	5	18	4
CCCN(CCC)Cc1c(C(=O)N/N=C/c2ccoc2)nnn1-c1nonc1N	-3	11	-8	3	7	1	0	2
CCCCCCCN(c1ccccc1)[C@@H]1C[C@H]2CCCC(=O)N3CC[C@@H](C1)[C@@H]23	62*	52*	-3	41	6	-4	56	-1
C[C@H](CO)N1C[C@H](C)[C@H](CN(C)C)Oc2ncc(C3=CCCC3)cc2C1=O	-9	7	-8	7	-1	-1	.	1

Three entries from above, sorted by count of non-hydrogen atoms, lowest first.
smiles	EWS-Fli inh	LGR2 inh	S100A4 MyoIIA	PGC1a acetyl inh	FN deposition inh	PglD inh	PAX8 inh HTS	ERAP1 HTS inh
Cn1ncc(Br)c1C(=O)N1CCc2ccccc21	19	7	-3	0	8	-1	7	1
CO[C@H]1CN(C)C(=O)c2ccc(NC(=O)NC(C)C)cc2OC[C@@H](C)N(C(=O)CC2CC2)C[C@H]1C	4	4	-5	18	-10	-2	-12	1
Cc1noc(C)c1S(=O)(=O)N(C)C[C@@H]1OCc2ccccc2-c2c(n(C)c3ccccc23)C(=O)N([C@@H](C)CO)C[C@@H]1C	5	-7	7	-5	-2	-1	12	0

(listing goes on)
smiles	EWS-Fli inh	LGR2 inh	S100A4 MyoIIA	PGC1a acetyl inh	FN deposition inh	PglD inh	PAX8 inh HTS	ERAP1 HTS inh
COC(=O)c1ccc(C2=NOC(C)(c3sc(-c4ccc(Cl)cc4)nc3C)C2)cc1 (stereo not given)	-78	-2	0	.	-1	-3	-134	-3
C[C@@H]1CCCCO[C@@H](CN(C)C(=O)c2ccncc2)[C@H](C)CN([C@H](C)CO)C(=O)c2cc(NS(=O)(=O)c3cn(C)cn3)ccc2O1	-6	17	1	-12	.	1	-7	-3
Cc1ccc(Cl)cc1NC(=O)CNCC(c1ccccc1)N(C)C (stereo not given)	17	-20	-6	1	3	6	15	2
O=C(CN1CCCC1)Nc1ccc2c(c1)CCC2	-28	-31	-1	5	1	.	-52	-2
COCC(C)NC(=O)c1noc2c1CCc1cc(OC)ccc1-2 (stereo not given)	.	-69	.	12	-8	5	.	.
O=C(O)COc1ccc(NC(=O)c2ccc3c(c2)C(=O)N(CC2CCCO2)C3=O)cc1 (stereo not given)	6	3	7	.	.	.	-16	-15
Cc1cccc(C)c1OCc1cc(C(=O)N(C)Cc2cc(C3CC3)n[nH]2)no1	.	-6	3	0	0	-2	-8	-1
CN1CCN(C(=O)C[C@H]2CC[C@@H](NS(=O)(=O)c3cccc(F)c3)[C@@H](CO)O2)CC1	-3	13	-23	2	-7	-1	-4	.
Cc1ccccc1-c1nc(C#N)c(N2CCC(C)CC2)o1	-57	-71	-8	8	-1	2	-22	-1
C[C@@H]1CN([C@H](C)CO)C(=O)c2cccc(NC(=O)C3CC3)c2O[C@H]1CN(C)Cc1ccc(C(F)(F)F)cc1	2	9	0	-2	.	11	.	-2
CCOc1ccc(Cc2nnc(SCC(=O)Nc3ccccc3)n(N)c2=O)cc1	4	-6	-4	-7	3	0	-5	-5
COc1ccc(CN(C)C[C@H]2Oc3ccc(NS(=O)(=O)c4c(C)noc4C)cc3C(=O)N([C@@H](C)CO)C[C@@H]2C)cc1	-6	-10	-18	1	.	0	.	2
Cc1ccsc1-c1n[nH]c(=S)n1CC(C)C	.	12	.	.	2	-2	2	.
COc1cccc2[nH]c3c(N4CCCC(C)C4)ncnc3c12 (stereo not given)	-44	-32	0	-4	.	.	.	-2
CC1CCCN(c2ccc(C(=O)NCCc3ccccc3)cn2)C1 (stereo not given)	-41	-55	-20	17	.	-2	.	-3
Cc1ccc(C(=O)NCC(=O)NCCSc2ccc(Br)cc2)cc1	6	0	-1	.	-4	.	.	5
Cc1ccc(C(C)(O)CS(=O)(=O)Cc2ccccc2)cc1 (stereo not given)	-10	-4	-4	15	-3	0	0	-3
CCCCn1nnnc1NCc1cc(Cl)c(OC)c(OC)c1	19	1	-2	.	-1	.	21	-3
CCCCc1ccc(NC(=S)N2CCN(C(=O)OCC)CC2)cc1	4	4	-7	-21	-2	-1	22	-7
C[C@@H](NC(=O)[C@@H]1Cc2ccccc2CN1)C(=O)NC1CCCCC1	-12	5	-3	6	-2	-3	-5	2
O=C(NC1CCCC1)N1CCCCN2[C@H](CO)[C@H](c3ccc(-c4cccnc4)cc3)[C@H]2C1	0	-10	5	7	-4	-3	-15	1
Cc1cc(=O)oc2c3c(cc(OCC(=O)NCC(=O)O)c12)OC(C)(C)CC3	-2	-6	-3	5	-1	-2	1	2
CCN(C[C@@H]1N[C@@H](CO)[C@H]1c1ccc(-c2ccc(F)cc2)cc1)C(=O)CN(C)C	26	2	-16	-59	2	0	58	-2
CN(Cc1ccccc1Cl)C(=O)C1CC(=O)N(c2ccc3c(c2)OCCO3)C1 (stereo not given)	-4	10	-4	-8	-9	-1	-15	-8
CCOCCCNC(=O)CSc1nnc(-c2ccc(S(=O)(=O)N3CCCC3)cc2)n1C	-7	-25	-4	-4	0	3	-5	3
Cc1c(C(=O)N2CCCCC2)c(S(=O)(=O)N2CCN(c3ccc(Cl)cc3)CC2)c(C)n1C	.	-2	-4	-11	7	4	15	-2
CN(C)CC(=O)N[C@@H]1CC[C@H](CCNS(=O)(=O)c2ccccc2)O[C@H]1CO	4	21	-22	5	-1	0	-6	3
CCCNc1nc(N2CCOCC2)nc(N2CCOCC2)n1	.	-4	.	-7	4	3	.	.
CCOC(=O)C(Cc1c[nH]c2cc([N+](=O)[O-])ccc12)(NC(C)=O)C(=O)OCC	-5	8	-2	10	-4	3	-2	4
O=C(CCc1ccc(S(=O)(=O)N2CCOCC2)cc1)N/N=C/c1ccc(O)c(O)c1O	.	9	.	0	8	0	18	.
CC(C)(C)CN1C(N)=NC[C@@H]1Cc1ccccc1	-4	4	2	-6	-8	1	-19	1
CCOC(=O)c1cnc2nc[nH]n2c1=O	1	-2	-1	1	2	0	-8	3
COc1ccc(CN(C)C[C@H]2Oc3ccc(NC(=O)c4ccncc4)cc3C(=O)N([C@@H](C)CO)C[C@@H]2C)cc1	-10	-4	-9	-3	.	-2	-18	0
COc1ccc(N2CC(C(=O)N[C@@H](C)C(=O)NC3CCCCC3)CC2=O)cc1 (stereo not given in full)	.	4	0	-7	-2	5	-1	-5
O=C(O)c1ccc(Cl)c(S(=O)(=O)NC(Cc2c[nH]c3ccccc23)C(=O)O)c1 (stereo not given)	17	2	-8	5	5	-4	2	-8
Cc1nn(-c2nc(-c3ccco3)cc(C(F)(F)F)n2)c(C)c1Cl	.	.	.	3	-2	5	-2	.

Source: PubChem BioAssay (Broad Institute)
